Compound activity from PubChem.
EWS-Fli inh – EWS/Fli-driven NR0B1 reporter inhibitors, primary screen, A673 cells, NR0B1 luciferase, luminescence, MLPCN library | 0.67% of 350,000 active | viability-normalised | inhibition, % at 12.6 µM;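 active = mean inhibition of at least 50% after viability correction, with every replicate also passing that limit; inconclusive = mean reaches 50% but only one of two replicates passes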;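 also: firefly luciferase signal divided by Alamar Blue viability fluorescence both relative to DMSO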
ERAP1 inh – human ERAP1 aminopeptidase inhibitors, primary screen, biochemical, single point, plate reader | recombinant ERAP1, Leu-AMC fluorescence, 60 min | Endoplasmic reticulum aminopeptidase 1 (Homo sapiens), Q9NZ08 | 0.15% of 340,000 active | inhibition, % at 10.7 µM;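 active = mean replicate inhibition of at least 30%, or all replicates individually reaching that 30% level; inactive = mean below 30% and not every replicate reaching it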;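 also: 0% = neutral control wells and 100% = L-leucinethiol positive control wells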
Target sequence (Q9NZ08 whole entry, looked up): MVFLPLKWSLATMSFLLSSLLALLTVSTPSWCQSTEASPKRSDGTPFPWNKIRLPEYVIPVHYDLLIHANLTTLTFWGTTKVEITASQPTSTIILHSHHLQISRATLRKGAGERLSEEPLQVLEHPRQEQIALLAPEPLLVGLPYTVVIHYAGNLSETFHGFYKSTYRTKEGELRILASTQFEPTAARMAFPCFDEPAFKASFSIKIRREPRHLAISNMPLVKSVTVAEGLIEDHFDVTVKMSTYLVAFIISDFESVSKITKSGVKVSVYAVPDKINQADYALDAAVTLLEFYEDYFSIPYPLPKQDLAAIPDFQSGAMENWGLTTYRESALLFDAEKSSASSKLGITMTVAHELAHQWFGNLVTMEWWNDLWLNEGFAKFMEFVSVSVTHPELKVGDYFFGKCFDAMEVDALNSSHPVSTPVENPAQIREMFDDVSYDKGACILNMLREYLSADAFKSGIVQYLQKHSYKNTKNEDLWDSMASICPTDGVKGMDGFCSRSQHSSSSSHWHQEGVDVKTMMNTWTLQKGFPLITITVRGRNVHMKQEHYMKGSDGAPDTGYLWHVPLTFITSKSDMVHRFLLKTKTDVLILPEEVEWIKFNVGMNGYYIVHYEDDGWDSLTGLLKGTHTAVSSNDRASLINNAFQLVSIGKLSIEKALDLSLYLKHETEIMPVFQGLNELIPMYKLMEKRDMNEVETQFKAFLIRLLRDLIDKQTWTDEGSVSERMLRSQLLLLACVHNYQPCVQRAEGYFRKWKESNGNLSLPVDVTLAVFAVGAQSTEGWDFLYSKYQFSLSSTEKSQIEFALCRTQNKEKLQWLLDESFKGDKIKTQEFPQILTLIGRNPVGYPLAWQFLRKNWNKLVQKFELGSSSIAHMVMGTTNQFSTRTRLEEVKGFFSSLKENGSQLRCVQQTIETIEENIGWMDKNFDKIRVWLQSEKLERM
PglD inh – C. jejuni PglD acetyltransferase inhibitors, primary screen, biochemical, DTNB colorimetric, single point; inhibition, % at 12.5 µM; purified PglD enzyme, DTNB colorimetric CoA detection; UDP-N-acetylbacillosamine N-acetyltransferase PglD (Campylobacter jejuni); 0.098% of 360,000 active; in the data active = inhibition above about 16%, passing the limit was not always enough; inconclusive = no clear call, values can overlap the other calls; also: strong numbers were not always called active
S100A4 MyoIIA – inhibitors of S100A4-myosin IIA peptide binding, primary screen, biochemical, fluorescence polarization, TAMRA-MyoIIA peptide. inhibition, % at 10.7 µM. 0.14% of 360,000 active. Protein S100-A4 (Homo sapiens), P26447;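 active = mean inhibition of at least 70% across replicates, with every replicate also reaching that level; inconclusive = mean inhibition reaches 70% but some replicates fall short; inactive = mean inhibition below 70%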
Target sequence (P26447 whole entry, looked up): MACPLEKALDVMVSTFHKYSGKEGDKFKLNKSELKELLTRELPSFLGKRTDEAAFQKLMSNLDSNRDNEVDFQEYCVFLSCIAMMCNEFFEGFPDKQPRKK
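Test system: S100A4 monomer protein. Medium: HEPES buffer with Ca2+, pH 7.2. Reagent: fluorescent myosin IIA peptide, 5 nM. Compound dosing: single-point compound testing. Timing: 5 min between mix addition and reading. Benchmarks: DMSO neutral and TFP positive wells.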
PAX8 inh HTS – inhibitors of PAX8-driven TPO luciferase reporter, primary screen, RMG-I cells, single concentration; 1.2% of 360,000 active; inhibition, % at 12.6 µM; AID 652154, 2013; SteadyGlo, 24 h;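 active = mean replicate inhibition at least 60% with every replicate also reaching 60%; inconclusive = only one of the two criteria is met; inactive = mean below 60% and not all replicates reaching 60%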;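 also: luciferase light reporting Pax8 driven TPO promoter activity; plate controls were median of neutral control wells for no effect and mitoxantrone controls for full effect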
LGR2 inh – inhibitors of bursicon-induced LGR2 CRE-luciferase signal, primary screen, cell-based, HEK293, CRE-luciferase reporter, bursicon stimulation | Drosophila bursicon receptor LGR2 (rickets) | bursicon-stimulated, 4 h | inhibition, % at 9.99 µM | 0.35% of 380,000 active;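 active = drop in luminescence signal, shown as inhibition above about 50% in the replicate tests, limit read from the data, passing the limit was not always enough; inconclusive = probably only some replicates passing the limit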;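 also: agonist challenge used bursicon conditioned medium at about half maximal strength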
PGC1a acetyl inh – inhibitors of PGC1a acetylation signal, primary screen, cell-based, U2OS, AlphaScreen, inhibitor mode. AlphaScreen anti-acetyl-lysine; with virally co-expressed GCN5 acetyltransferase. 0.17% of 350,000 active. AID 651687, 2012. inhibition, % at 15.6 µM;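 active = every replicate shows inhibition of at least 40%; inconclusive = mean inhibition at least 40% but some replicate below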;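 also: 0% = neutral control wells and 100% = positive control wells; some results beyond the cut were filed as inactive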
FN deposition inh – inhibitors of fibronectin matrix deposition, primary screen, AH1F cells, Alexa488-fibronectin fluorescence, plate reader; AID 743247, 2014; 0.086% of 350,000 active; inhibition, % at 12.6 µM; AH1F fibroblasts, overnight;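 active = mean inhibition across replicates of 30% or more, regardless of how many single replicates reach that level; inconclusive = mean under 30% yet at least half of replicates reach 30%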;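 also: positive control wells lacked labelled fibronectin entirely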
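Material: AH1F fibroblast monolayer depositing Alexa488-labelled fibronectin into matrix | Input: 10000 AH1F cells/well | Medium: DMEM plus 2% serum, read in PBS | Reagent: Alexa488-fibronectin, 24 nM final in well | Compound dosing: One dose per compound, pinned | Schedule: 1 h adhesion, overnight exposure | Measured by: Fluorescence at 485 nm excitation, 525 nm emission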
Numbers without * were called inactive; ? = inconclusive; . = no result given; & = joins results of further samples. Compounds as they come. About 2.1% of those tested had a hit in this group.

Values run as follows: EWS-Fli inh, ERAP1 inh, PglD inh, S100A4 MyoIIA, PAX8 inh HTS, LGR2 inh, PGC1a acetyl inh, FN deposition inh
1: C[C@@H]1CN([C@@H](C)CO)C(=O)c2cccc(NS(=O)(=O)c3ccc(Cl)cc3)c2O[C@H]1CN(C)Cc1ccccc1
 : -3, 2, 0, -1, -10, 14, 8, .
2: CO[C@H]1CN(C)C(=O)c2ccc(NC(C)=O)cc2OC[C@@H](C)N(C(=O)C2CCOCC2)C[C@H]1C
 : 3, 1, -4, -37, ., 9, -3, -7
3: CCCCOP(=O)(c1ccc(N(C)C)cc1)C(O)c1cc(OC)ccc1OC (centres undefined)
 : 3, -1, 2, 6, -2, -7, 1, 4
4: COc1cccc(S(=O)(=O)N[C@@H]2C=C[C@@H](CC(=O)NC3CCC3)O[C@@H]2CO)c1
 : 2, -1, 4, 10, -8, -4, -3, 1
5: COC(=O)c1cn(CC(=O)Nc2ccc(F)cc2)c2ccccc12
 : 10, 10, 4, 3, 9, 5, -2, .
6: CCCC1(c2ccccc2)NC(=O)N(CC(=O)Nc2cc(C)on2)C1=O (centres undefined)
 : -4, 3, ., -1, 11, -8, ., .
7: O=S(=O)(N[C@@H]1CC[C@@H](CCn2cc(C3CC3)nn2)O[C@H]1CO)c1ccc(Cl)cc1
 : -1, 0, 2, 10, 1, 19, -2, -1
8: CNc1cc(C)nc(N2CCOCC2)n1
 : -1, -4, ., -10, 4, 3, ., 3
9: Cc1ccc(S(=O)(=O)N(C)C[C@@H]2Oc3c(NC(=O)Nc4ccc5c(c4)OCO5)cccc3C(=O)N([C@@H](C)CO)C[C@@H]2C)cc1
 : -7, -5, -1, 0, -25, -15, 11, .
10: CO[C@@H]1CN(C)C(=O)c2ccc(NC(C)=O)cc2OC[C@@H](C)N(Cc2cncnc2)C[C@H]1C
 : -4, 0, -4, 4, ., -6, 14, -9
11: CCC(C(=O)N1CCN(C(=O)c2ccco2)CC1)n1sc2ccccc2c1=O (centres undefined)
 : ., -1, 4, 3, 7, -16, -13, 0
12: Cn1cccc1CC(=O)NNC(=S)Nc1ccc(Cl)cc1Cl
 : ., ., -1, ., -12, 12, ., 1
13: COc1cc(Cl)ccc1OCc1cc(C(=O)N2CC[C@@H]3CCCC[C@H]3C2)no1
 : -78, 0, -5, -1, -119, -41, 2, 3
14: O=C(C[C@@H]1CC[C@H](NC(=O)C2CCOCC2)[C@H](CO)O1)NCc1ccccc1Cl
 : 3, 0, 7, 3, -14, 3, -13, -4
15: Cc1cccc(S(=O)(=O)N2CCCCN3[C@H](CO)[C@@H](c4ccc(C#CC5CC5)cc4)[C@H]3C2)c1
 : 13, -2, -2, -5, 38, 16, 2, .
16: CNC[C@H]1OCCCC[C@H](C)Oc2ccc(NC(=O)CCCN(C)C)cc2C(=O)N([C@H](C)CO)C[C@@H]1C
 : 1&-3, 5&5&0, -4&-5&-5, 3&-3&1, 1&-7&11, -11&-10, 5&15&3, 3
17: COc1ccccc1NC(=O)N1C[C@H](O)COC[C@H]2O[C@H](CC(=O)NCc3ccccc3)CC[C@@H]21
 : -1, 1, -3, -2, 4, 12, -16, -5
18: CCOC(=O)N1CCC(NC(=O)C2CCN(C(=O)N3CCOc4ccccc43)CC2)CC1
 : ., ., -10, ., -11, ., -6, 1
19: O=C(c1cccc(F)c1)N1CCCCN2[C@@H](CO)[C@H](c3ccc(-c4ccncc4)cc3)[C@@H]2C1
 : -6, 3, 3, -1, -32, 1, -8, .
20: N#Cc1ccc(CN2C=NS(=O)(=O)c3ccccc32)cc1
 : -7, -1, ., 0, 17, 2, ., 14

Single records, from the list above:
CCCC1(c2ccccc2)NC(=O)N(CC(=O)Nc2cc(C)on2)C1=O (centres undefined) in the list: EWS-Fli inh = -4; ERAP1 inh = 3; PglD inh = .; S100A4 MyoIIA = -1; PAX8 inh HTS = 11; LGR2 inh = -8; PGC1a acetyl inh = .; FN deposition inh = .
COC(=O)c1cn(CC(=O)Nc2ccc(F)cc2)c2ccccc12 in the list: EWS-Fli inh = 10; ERAP1 inh = 10; PglD inh = 4; S100A4 MyoIIA = 3; PAX8 inh HTS = 9; LGR2 inh = 5; PGC1a acetyl inh = -2; FN deposition inh = .

Next section:
Values run as follows: EWS-Fli inh, ERAP1 inh, PglD inh, S100A4 MyoIIA, PAX8 inh HTS, LGR2 inh, PGC1a acetyl inh, FN deposition inh
21: CCCCN(C(=O)c1cc(Cl)nc2ccccc12)c1c(N)n(CCCC)c(=O)[nH]c1=O
 : 4, 14, -2, 0, 7, 0, -4, .
22: O=C(c1cccc(F)c1)N1CCN(C(=O)C(c2ccccc2)c2ccccc2)CC1
 : 3, 3, -4, -2, 6, -19, 13, -8
23: O=C1NC(=O)N(Cc2ccccc2)CC1Br (centres undefined)
 : -3, -2, 2, 0, -4, 18, -1, .
24: CCOC(=O)c1sc(NC(=O)C2CC(=O)N(c3ccccc3C)C2)nc1C (centres undefined)
 : 1, 2, -1, -1, -25, -16, -5, 4
25: COc1cccc(S(=O)(=O)N2C[C@H](O)COC[C@H]3O[C@H](CC(=O)NCCCN4CCOCC4)CC[C@@H]32)c1
 : -12, -1, -2, 10, 5, -1, -2, -3
26: CN(CC(=O)Nc1ccc(F)cc1)C(=O)Cn1nnc(-c2ccccc2)n1
 : ., -2, 0, -17, -2, -9, ., 5
27: COc1ccc(S(=O)(=O)Nc2ccc3c(c2)C(=O)N([C@@H](C)CO)C[C@H](C)[C@@H](CN(C)C(=O)Nc2cccc4ccccc24)O3)cc1
 : -3, 0, -5, -1, ., 14, 3, .
28: O=C(NCc1ccccn1)Nc1ccccc1C(F)(F)F
 : 3, 1, -3, 11, -7, -2, -7, .
29: CS(=O)(=O)N1N=C(c2cccs2)CC1c1ccccc1O (centres undefined)
 : 4, 0, ., -30, 1, 10, -11, 3
30: Cc1ccc(NC(=O)c2cccc3cccnc23)cc1
 : -73, -1, -4, -4, -125, -97, ., 11
31: N/C(=N/OS(=O)(=O)c1ccc([N+](=O)[O-])cc1)c1ccncc1
 : -8, -8, -8, 1, -23, 5, ., -5
32: C=CCOc1c(Cl)cc(/C=N/O)cc1OC
 : -1, -2, 3, 3, ., -1, 0, .
33: O=S(=O)(c1cccc(C(F)(F)F)c1)c1ccc(O)cn1
 : 3, ., ., 4, -2, -8, ., -5
34: CN(Cc1ccc(F)cc1)C(=O)c1ccc(NS(=O)(=O)c2ccccc2)cc1
 : 7, -1, ., -5, 1, -4, ., .
35: Cc1ccc(S(=O)(=O)CCC(=O)Nc2ccccc2N2CCCC2)cc1
 : 1, 2, -6, 0, 4, -23, 1, 9
36: Cc1nn(C)cc1NC(=O)C[C@H]1CC[C@@H]2[C@H](COc3ccc(NC(=O)C4CCOCC4)cc3C(=O)N2C)O1
 : 1, -1, 2, 1, -20, 1, ., 0
37: CCCCOCC1CC(CC#CCN2CCCCC2)C(=O)O1 (centres undefined)
 : 1, -6, 1, -2, 1, 18, -8, -8
38: O=c1oc2cc(O)c(Cl)cc2c2ccccc12
 : ., ., 8, ., 8, -5, -3, 2
39: Cc1cc(C)n2c(Nc3c(C)cccc3C)c(-c3ccccn3)nc2n1
 : -11, 0, ., -10, 20, -5, ., 1
40: COc1ccccc1C(=O)NCCC(=O)Nc1ncccc1C
 : -7, -2, -3, 10, 9, -2, -3, -3
41: COc1cccc(-c2ccc3c(c2)[C@H]2[C@H](CCN2C(=O)c2ccccc2F)[C@H](CO)N3C)c1
 : 0, 0, 0, 6, 85*, ?, -10, -6
42: O=C(COC(=O)/C=C/c1cccc([N+](=O)[O-])c1)NCc1ccco1
 : 12, 0, ., -3, -2, 1, ., .
43: Cc1nnc(NC(=O)CCSc2ccc(Cl)cc2)s1
 : -6, 3, -1, -4, 13, -10, ., 3
44: Cc1ccc(C)c(S(=O)(=O)Nc2ccc(C(N)=O)cc2)c1
 : 3, 2, -1, 1, -19, 39, 2, .
45: COc1cc(OC)cc(OC)c1
 : -8, -2, 3, -9, -18, ., -19, 0
46: CC(=O)NC(=S)Nc1ccccc1F
 : 1, 1, ., 8, 8, -1, 2, 1
47: CC(=O)Nc1ccc(NC(=O)CN2CCN(c3ccccn3)CC2)cc1
 : 9, -2, -8, 1, 7, -9, ., 8
48: CCSc1nnc(SCC(=O)N2CCN(C(=O)c3ccco3)CC2)s1
 : 4, 0, 0, -2, -10, 2, 8, .
49: CCN(CC)CCCNC(=O)c1cc2c(-c3ccc(Cl)cc3)nn(C)c2s1
 : 3, 4, -8, -8, 11, -12, ., -2
50: C[C@@H]1CN([C@@H](C)CO)C(=O)c2cccc(NS(=O)(=O)c3ccc(F)cc3)c2O[C@@H]1CN(C)S(=O)(=O)c1ccc(F)cc1
 : -3, 3, 1, -1, -2, -14, -2, .
51: COc1ccc(CC(=O)Nc2cc(S(=O)(=O)N3CCCCC3)ccc2N2CCN(C)CC2)cc1
 : -11, -1, 2, -1, -8, -16, ., 4
52: C[C@@H]1CN([C@H](C)CO)C(=O)Cc2cc(NC(=O)c3ccncc3)ccc2O[C@@H]1CN(C)Cc1ccc(Oc2ccccc2)cc1
 : 9, -1, 5, 1, 9, 0, 1, .
53: COc1ccc(C(=O)N/C(=C\c2cn(C)c3ccccc23)C(=O)NCCCN2CCOCC2)cc1
 : 9, 2, 2, 3, 5, 5, 1, -6
54: COc1ccc(NC(=O)c2ccc(-c3ccc(C)c4ccccc34)o2)cc1
 : -13, 0, -2, 2, -27, 1, ., -4
55: O=C(NC1CCN(S(=O)(=O)c2ccccc2)CC1)c1ccc(F)cc1
 : -7, 6, 0, 8, 2, 12, 0, 7
56: O=C(C1CCOCC1)N1C[C@H]2[C@@H](c3ccccc31)[C@H](CO)N2Cc1ccccc1
 : 9, 0, 2, 2, -26, 0, -8, .
57: CCCN(C(=O)COC(=O)Cn1c(=O)oc2ccccc21)c1c(N)n(Cc2ccccc2)c(=O)[nH]c1=O
 : -2, -3, ., -3, 5, 8, 0, 1
58: Cc1ccc(C(=O)OCC(=O)NCC(F)(F)F)cc1C
 : 1, -5, ., 2, -5, 2, ., 2
59: CCOc1cccc(CNCCO)c1OCc1ccc(Cl)cc1Cl
 : 18, -1, ., -2, 50, 25, ., 1
60: CCn1cc(C(=O)NC2CCCCC2)c(=O)c2cc(S(=O)(=O)N(C)C)ccc21
 : 9, 0, 0, -4, 16, 13, -9, -27

In a second layout: entries from further up.
nr | SMILES | EWS-Fli inh | ERAP1 inh | PglD inh | S100A4 MyoIIA | PAX8 inh HTS | LGR2 inh | PGC1a acetyl inh | FN deposition inh
55 | O=C(NC1CCN(S(=O)(=O)c2ccccc2)CC1)c1ccc(F)cc1 | -7 | 6 | 0 | 8 | 2 | 12 | 0 | 7
56 | O=C(C1CCOCC1)N1C[C@H]2[C@@H](c3ccccc31)[C@H](CO)N2Cc1ccccc1 | 9 | 0 | 2 | 2 | -26 | 0 | -8 | .
57 | CCCN(C(=O)COC(=O)Cn1c(=O)oc2ccccc21)c1c(N)n(Cc2ccccc2)c(=O)[nH]c1=O | -2 | -3 | . | -3 | 5 | 8 | 0 | 1
